LANA DNA inh: blocks KSHV LANA C-terminal domain binding to DNA; MBP-C-LANA/FAM-LBS DNA binding, fluorescence polarization; inhibition, % at 9 µM; 340,000 compounds, 0.078% hits;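 active = highest replicate inhibition at or above 60% at 9 µM, even if other replicates fall short; inactive = all replicates below 60% inhibition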;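 also: 0% = neutral control wells and 100% = 4 µM acridine orange control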
Rtt109 Vps75: inhibitors of Candida albicans Rtt109/Vps75 histone acetyltransferase. purified Rtt109/Vps75, ThioGlo CoA-SH fluorescence, 4 h. Q5AAJ8. 330,000 compounds, 0.16% hits. inhibition, % at 34.9 µM;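 active = inhibition of at least 50% in every replicate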
Target sequence (Q5AAJ8 whole entry, looked up): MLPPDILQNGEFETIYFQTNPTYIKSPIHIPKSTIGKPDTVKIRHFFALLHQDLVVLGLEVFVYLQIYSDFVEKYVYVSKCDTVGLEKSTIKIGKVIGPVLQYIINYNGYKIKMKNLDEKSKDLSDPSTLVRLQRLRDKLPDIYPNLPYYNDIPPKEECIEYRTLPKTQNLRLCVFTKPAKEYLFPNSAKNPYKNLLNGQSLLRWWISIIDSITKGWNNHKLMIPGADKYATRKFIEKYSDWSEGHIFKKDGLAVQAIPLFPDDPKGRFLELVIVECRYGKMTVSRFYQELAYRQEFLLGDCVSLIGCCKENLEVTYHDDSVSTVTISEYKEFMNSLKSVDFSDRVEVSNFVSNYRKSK
PKA-R2B act: PKA-R2B complex activation. activation, % at 11.4 µM. PKA-R2B holoenzyme dissociation, Cy5-IP20 fluorescence polarization; R2B truncated from residue 108, S112A mutant; 0% DMSO only, 100% 113 µM cGMP. AID 504700. 340,000 compounds, 0.079% hits;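 active = activation above a cutoff set at the mean over all compounds plus 3 SD, cut at about 18% in these data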;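 also: higher means more holoenzyme dissociation and a rise in polarization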
Target sequence (P31323 whole entry, looked up, other chains not shown, the tested form may be a part): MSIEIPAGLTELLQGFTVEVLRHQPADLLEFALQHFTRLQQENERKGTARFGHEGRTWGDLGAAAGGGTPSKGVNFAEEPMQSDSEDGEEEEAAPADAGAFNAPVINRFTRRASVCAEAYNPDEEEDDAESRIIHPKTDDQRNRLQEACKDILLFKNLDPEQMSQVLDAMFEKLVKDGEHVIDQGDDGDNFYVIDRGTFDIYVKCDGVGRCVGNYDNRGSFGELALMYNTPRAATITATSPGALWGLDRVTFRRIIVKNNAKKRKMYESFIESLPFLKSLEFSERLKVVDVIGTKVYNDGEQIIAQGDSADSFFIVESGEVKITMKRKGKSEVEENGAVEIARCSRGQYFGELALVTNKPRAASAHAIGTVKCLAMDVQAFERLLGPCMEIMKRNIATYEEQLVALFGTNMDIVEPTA
RTF Ca sens act: cardiac RTF calcium sensitization; P19429+P45379; IANBD-labeled TnC RTF fluorescence at EC20 calcium; 0% EC20 calcium, 100% full calcium; activation, % at 7.2 µM; 340,000 compounds, 0.24% hits; AID 493008;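 active = activation above the mean over all tested compounds plus 3 SD, cut at about 30% in these data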;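 also: rise in fluorescence read as greater calcium sensitivity of cardiac thin filaments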
SR-BI DiI-HDL act: SR-BI HDL lipid transfer activation | CHO ldlA[mSR-BI] cells, DiI-HDL uptake fluorescence, 3 h; 100 = double the neutral-control signal | activation, % at 12.5 µM | 320,000 compounds, 0.096% hits | AID 504775;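 active = mean replicate activation of at least 60% and every replicate at or above 60%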;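 also: 0% = median plate neutral-control signal and 100% = twice that signal; values of inactives mirror those of a sister screen read the other way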
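System: LDL receptor-deficient CHO ldlA cells overexpressing murine SR-BI | Timing: 3 h uptake period with compound, 37 °C | Medium: HEPES-buffered (25 mM, pH 7.4) F12 plus 0.5% BSA | Dosing: Single-point compound dose | Signal: Bottom-read fluorescence, 550/595 nm | Read-out: Retained DiI signal reflecting DiI-HDL uptake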
CAL PDZ FP-1: blocks peptide binding to human CAL PDZ domain. Q9HD26. purified CAL PDZ, TMR-peptide fluorescence polarization, 1 h. inhibition, % at 20 µM. 330,000 compounds, 0.02% hits. AID 504414;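 active = highest replicate inhibition of at least 40%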;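 also: plate controls were DMSO neutral control wells for no effect and unlabeled competitor peptide control wells for full effect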
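Test system: tagged CAL PDZ domain / Buffer or medium: sodium phosphate/NaCl buffer pH 7.4 with TCEP, IgG, Thesit / Reagent: TMR-labelled reporter peptide T*-PRC34 bound in PDZ groove / Compound dosing: single point, 20 µM / Schedule: 1 h incubation at room temperature before polarization reading / Technique: fluorescence polarization (mP) / Benchmarks: unlabelled peptide, DMSO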
Keap1 Nrf2 FP: Keap1-Nrf2 (human) interaction inhibition | Keap1 Kelch-Nrf2 peptide fluorescence polarization, 1536-well | inhibition, % at 9.4 µM | 340,000 compounds, 0.15% hits | AID 504523; in the data active = inhibition above about 12%;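 also: human Keap1 Kelch domain with fluorescein labeled Nrf2 9mer peptide probe; 0% = neutral control wells and 100% = peptide positive control; higher means more block of Keap1 binding to Nrf2 peptide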
CAL PDZ FP-2: inhibitors of human CAL PDZ peptide binding; 300,000 compounds, 0.92% hits; inhibition, % at 24.9 µM; AID 602252; purified CAL PDZ, TMR-peptide fluorescence polarization, 1 h;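 active = mean inhibition of at least 30% with at least half of replicates also reaching 30%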;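 also: 0% = DMSO neutral control and 100% = excess unlabeled competitor peptide PRC23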
DAGLB inh: diacylglycerol lipase beta (human) inhibition | inhibition, % at 5.17 µM | AID 504411 | Q8NCG7 | 340,000 compounds, 0.059% hits | HEK293T DAGLB membrane lysate, EnzChek fluorogenic substrate; in the data active = inhibition above about 34%;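 also: 0% = enzyme with vehicle and 100% = wells lacking enzyme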
Cardiac RTF inh: cardiac RTF calcium desensitization; P19429+P45379; IANBD-labeled cardiac RTF, Ca2+ fluorescence; inhibition, % at 7.15 µM; 340,000 compounds, 0.12% hits; AID 493244;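 active = inhibition above the mean inhibition of all tested compounds plus 3 SD, cut at about 17% in these data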;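 also: assay run at fixed EC70 calcium of 1.6 mM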
Numbers without * were called inactive; nt = no result given.

SMILES	LANA DNA inh	Rtt109 Vps75	PKA-R2B act	RTF Ca sens act	SR-BI DiI-HDL act	CAL PDZ FP-1	Keap1 Nrf2 FP	CAL PDZ FP-2	DAGLB inh	Cardiac RTF inh
CC(=N\O)/C(CN(C)C)=N/O	-1.9	-6	3	-4	-2	-2.2	3	-4	-1	-1
CCN(CC(=O)Nc1ccccc1C(F)(F)F)C(=O)CSCC(=O)Nc1cc(C)on1	0.1	3	0	-5	6	-3.0	-7	-6	-2	-5
O=C(Nc1ccc(F)c(Cl)c1)c1ccccc1	2.9	1	-5	-5	-11	-0.5	-6	0	-3	-4
O=C(Nc1ccc2[nH]c(=O)[nH]c2c1)c1ccc(Br)o1	-0.4	3	6	0	8	1.2	-2	-7	-1	-6
CN(C)S(=O)(=O)c1ccc(NC(=O)C2CC(=O)N(Cc3ccccc3Cl)C2)cc1 (stereo unspecified)	0.0	-1	0	4	9	-2.5	3	2	2	-10
CN(C)c1ccc(C(C(=O)NCC2CCCO2)N(C(=O)c2snc(C(N)=O)c2N)c2ccccc2)cc1 (stereo unspecified)	1.2	-12	-8	3	11	-7.1	1	nt	3	-15
N/C(=N\OC(=O)c1ccc(Cl)cc1Cl)c1ccccn1	-2.1	-6	-1	-9	-4	-0.7	2	12	-4	6
Cc1cccc(C(=O)OCc2cncs2)c1	0.6	-3	2	9	6	-0.7	-1	nt	-2	-1
O=C(NCc1cccc(F)c1)C1CCC(=O)N(C2CC2)C1 (stereo unspecified)	-0.4	-8	-8	-4	22	-2.3	-1	-1	2	-1
CCCNC(=O)c1nn2c(C(F)(F)F)cc(-c3ccccc3)nc2c1Cl	1.2	-42	6	4	-25	-0.7	2	-6	-3	-7
O=c1c(Cc2c(F)cccc2Cl)c(O)ccn1CC1CCCO1 (stereo unspecified)	-0.2	-1	-4	1	15	-0.6	-3	-4	1	-4
CN(CC(=O)Nc1cccc(F)c1)C(=O)c1cccnc1Sc1ccccc1	1.0	-4	4	5	9	-2.7	-3	-2	-2	4
CCOC(=O)c1sc(NC(=O)/C=C/c2cnn(C)c2C)c(C(=O)OC(C)C)c1C	0.2	3	3	-2	-59	-1.9	2	-3	1	-6
O=C(Nc1ccccc1N1CCCC1)c1ccc2c(c1)OCO2	0.0	-9	-9	3	-55	-1.8	0	-2	-6	3
Cc1nn(C(=O)c2cccs2)c(C)c1CN1C(=O)c2ccccc2C1=O	0.0	-2	-2	1	-21	-2.6	7	-1	-1	-14
C=CCOC(=O)C1=C[C@H](c2ccc(Br)cc2)[C@@H](CCCO)[C@H](OCC)O1	0.0	11	-2	2	-11	-0.2	-8	-8	-1	-1
COc1ccccc1Nc1ccc(S(=O)(=O)N2CCCCC2)cc1[N+](=O)[O-]	0.8	7	-3	-1	-10	-0.2	-1	2	18	12
Cc1ccc(-c2ccc(/C=N/O)o2)cc1[N+](=O)[O-]	0.6	12	-8	12	9	-1.2	-3	-2	2	-2
O=C(N/N=C1\CCCc2ccccc21)c1cccc(Br)c1	-0.5	6	2	-1	-27	-1.8	-3	-1	-4	0
O=C(CCOc1ccccc1)Nc1ccnn1C1CCN(C(=O)CCC(F)(F)F)CC1	-0.2	-20	5	4	-15	-2.4	-4	0	-2	9
O=C1/C(=C/c2cccc(F)c2)Oc2cc(O)ccc21	7.6	12	-8	49*	26	0.9	-3	1	-17	-43
Cc1nc2ccccc2nc1OCC(=O)Nc1ccccc1	-1.9	-3	13	0	-6	-0.8	-5	1	-2	-12
O=C(COc1ccc2ccc(=O)oc2c1)NC1CCCCC1	-0.1	2	-2	8	10	-1.3	-3	nt	-2	-10
CCCn1c(=O)[nH]c(=O)c2c1nc(-c1cccs1)n2CCOC	-6.0	2	5	1	22	0.4	-7	0	-2	10
O=C(NNc1cccc(Cl)n1)Nc1ccccc1Cl	-0.9	-1	7	-1	8	nt	4	-4	-3	-2
Fc1cccc(/C=N/NC(=S)Nc2ccccc2Cl)c1	-0.9	0	10	4	-52	0.0	-1	-2	-6	-7
CC(=O)NCCCc1nc2ccccc2n1Cc1ccccc1C	-0.4	5	-4	0	17	-2.6	1	nt	5	-1
CC1=C(C(=O)N(C)C)C(c2ccc(N3CCOCC3)cc2)NC(=O)N1 (stereo unspecified)	-0.2	-1	-4	10	15	-1.7	-4	0	2	-3
CC(C)(C)c1ccc(OCCNC(=S)NC(=O)c2cccnc2)cc1	1.5	8	-5	6	34	0.0	2	3	-2	1
CC1(C)CC(=O)C(CC2=C(O)CC(C)(C)CC2=O)C(=O)C1	0.5	5	0	1	8	nt	4	-5	-3	-3
Cc1cccc(CSCc2ccc(C(=O)O)o2)c1	-2.0	2	2	-6	13	0.1	5	0	1	-6
CC1(c2ccc(NC(=O)c3ccccc3F)cc2)CC1(Cl)Cl (stereo unspecified)	-2.0	-3	-7	-3	14	-1.4	-3	-4	-8	-2
Cc1ccc(S(=O)(=O)N2CCCCC2)cc1C(=O)N(C)CC(=O)Nc1ccc(Cl)c(C(F)(F)F)c1	-1.1	18	-9	2	-45	-0.2	1	-1	0	-6
O=C(NC1(C(F)(F)F)N=C2SCCN2C1=O)c1cccnc1 (stereo unspecified)	-2.0	-23	-2	0	-2	-2.3	-2	0	-4	1
COc1ccc(NCC(=O)N/N=C/c2cc([N+](=O)[O-])ccc2N2CCCC2)cc1	0.0	3	nt	nt	-86	0.0	-3	6	nt	nt
OC(Cc1ccncc1)c1ccccc1Cl (stereo unspecified)	-3.4	6	2	-3	38	-0.3	-5	-3	0	-5
Cn1c(NC(=O)c2ccc(Br)o2)cc(=O)n(C)c1=O	1.3	-3	10	-2	8	0.2	-1	-4	-4	-3
CC(=O)c1ccc(NC(=O)CSc2nnc(-c3ccoc3C)n2Cc2ccccc2)cc1	-1.5	-3	0	5	-32	-4.3	-7	3	-3	5
O=C1OCCN1C(=O)[C@H]1[C@H](c2ccc(Cl)cc2)C(c2ccccc2)=NN1c1ccccc1	-3.5	14	-9	5	-23	-0.8	-8	-3	-6	-3
CC(=O)c1cc(OC(=O)c2ccncc2)ccc1OC(=O)c1ccncc1	-0.9	-4	-1	-2	6	-0.1	1	1	1	-3

12 neighbouring compounds already listed, for reference:
SMILES	LANA DNA inh	Rtt109 Vps75	PKA-R2B act	RTF Ca sens act	SR-BI DiI-HDL act	CAL PDZ FP-1	Keap1 Nrf2 FP	CAL PDZ FP-2	DAGLB inh	Cardiac RTF inh
O=C1/C(=C/c2cccc(F)c2)Oc2cc(O)ccc21	7.6	12	-8	49*	26	0.9	-3	1	-17	-43
Cc1nc2ccccc2nc1OCC(=O)Nc1ccccc1	-1.9	-3	13	0	-6	-0.8	-5	1	-2	-12
O=C(COc1ccc2ccc(=O)oc2c1)NC1CCCCC1	-0.1	2	-2	8	10	-1.3	-3	nt	-2	-10
CCCn1c(=O)[nH]c(=O)c2c1nc(-c1cccs1)n2CCOC	-6.0	2	5	1	22	0.4	-7	0	-2	10
O=C(NNc1cccc(Cl)n1)Nc1ccccc1Cl	-0.9	-1	7	-1	8	nt	4	-4	-3	-2
Fc1cccc(/C=N/NC(=S)Nc2ccccc2Cl)c1	-0.9	0	10	4	-52	0.0	-1	-2	-6	-7
CC(=O)NCCCc1nc2ccccc2n1Cc1ccccc1C	-0.4	5	-4	0	17	-2.6	1	nt	5	-1
CC1=C(C(=O)N(C)C)C(c2ccc(N3CCOCC3)cc2)NC(=O)N1 (stereo unspecified)	-0.2	-1	-4	10	15	-1.7	-4	0	2	-3
CC(C)(C)c1ccc(OCCNC(=S)NC(=O)c2cccnc2)cc1	1.5	8	-5	6	34	0.0	2	3	-2	1
CC1(C)CC(=O)C(CC2=C(O)CC(C)(C)CC2=O)C(=O)C1	0.5	5	0	1	8	nt	4	-5	-3	-3
Cc1cccc(CSCc2ccc(C(=O)O)o2)c1	-2.0	2	2	-6	13	0.1	5	0	1	-6
CC1(c2ccc(NC(=O)c3ccccc3F)cc2)CC1(Cl)Cl (stereo unspecified)	-2.0	-3	-7	-3	14	-1.4	-3	-4	-8	-2

(cont.)
SMILES	LANA DNA inh	Rtt109 Vps75	PKA-R2B act	RTF Ca sens act	SR-BI DiI-HDL act	CAL PDZ FP-1	Keap1 Nrf2 FP	CAL PDZ FP-2	DAGLB inh	Cardiac RTF inh
COc1ccc(-n2nc3cc(C)c(NC(=O)c4cccnc4)cc3n2)cc1	-0.7	3	-4	-3	-41	-0.8	-4	-1	1	5
CN(Cc1ccccc1)C(=O)c1ccc(NC(=O)C2CCCN(C(=O)OC(C)(C)C)C2)cc1 (stereo unspecified)	1.1	7	7	-2	-63	-1.9	-8	2	-1	-2
CSCCC(C(=O)N1C[C@]2(C)C[C@H]1CC(C)(C)C2)N1C(=O)c2ccccc2C1=O (stereo partly specified)	-0.4	15	3	-8	26	-0.7	-1	-1	-2	6
Cc1ccc(C(=O)Oc2cccnc2)cc1[N+](=O)[O-]	0.1	19	-10	-3	5	-1.9	-1	-4	0	16

Compound activity: PubChem, several laboratories
